Screening data: PubChem BioAssay, National Center for Advancing Translational Sciences (NCATS)
Sm TGR inh: blocks Schistosoma mansoni thioredoxin glutathione reductase; purified TGR, DTNB reduction, TNB absorbance 405 nm; Potency, µM (titrated, usually from 114 µM), for the others: top-dose activity change, negative = inhibition, actives largely listed as inhibitors; 360,000 compounds, 3% hits; AID 485364; also: nearly all actives have a fitted effect of over 60% in size
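Kinetic colorimetric format: TGR-catalysed, NADPH-driven DTNB reduction monitored via TNB absorbance. Enzyme dispensed at 20 nM; compound exposure 15 min at room temperature before reaction start.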
TbPYK inhibitor: blocks Trypanosoma brucei pyruvate kinase; Q57TT1; TbPYK enzyme, Kinase-Glo Plus ATP luminescence, 45 min; Potency, µM (doses to about 76.8 µM), for inactives: at the highest dose activity, negative = inhibition, usual class: inhibitors; 410,000 compounds, 0.12% hits; AID 624173; also: nearly all actives have a fitted effect of over 50% in size
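Enzyme and substrate buffer are dispensed first and compound is pin-transferred. ADP at 130 uM final then starts the reaction, which runs 45 min at room temperature. Detection reagent is added for 10 min before luminescence is imaged.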
Starred values were filed as active, the others as inactive; u = inconclusive; [ ] = dose if it differs, or a comment. Calls follow the shape of the dose curve; as a rule, active = well fitted curve in the direction sought with a large enough effect; inconclusive = small, poorly fitted or top-dose-only effect, or another doubt; inactive = no such curve, though single readings can be large; an effect the other way counts as inactive or inconclusive. % is scaled to controls: 0 for no effect and ±100 for the full control effect; potency is read from the fitted curve at half-maximal effect. The list is partial; count on the stated rates, not on these rows.

SMILES	Sm TGR inh	TbPYK inhibitor
CCOc1ccc(CNC(=O)C2CCCN(c3nn4cc(-c5ccc(F)cc5)nc4s3)C2)cc1 (stereo unspecified)	0%	-2%[15.4 µM]
Cc1ccccc1NC(=O)c1cnc2sc(N3CCCC3)nn2c1=O	7%	-6%
Cc1ccc2c(=O)cc(C(=O)Nc3c(C(=O)c4ccc(F)cc4)oc4ccccc34)oc2c1C	12%	-8%
COc1ccc(-n2nc(C(=O)Nc3cccc(C)n3)c3c4ccccc4n(C)c3c2=O)cc1	1%	-4%
CC1=C(c2ccc(Cl)cc2)S(=O)(=O)N=C1N1CCN(c2cccc(C)c2C)CC1	-1%	0%
CC(=O)Nc1cccc(NC(=O)CSc2ccc(-c3sc(-c4ccccc4)nc3C)nn2)c1	2%	1%
O=C(Cn1c(=O)n(Cc2ccccc2)c(=O)c2sc3ccccc3c21)Nc1ccccc1F	17%	-10%
Cc1cc(O)c(C(c2cccc(F)c2)N2CCN(c3ccccc3)CC2)c(=O)n1Cc1ccco1 (stereo unspecified)	3.2µM*	-1%
COc1ccccc1CNC(=O)CCn1c(=O)c2ccccc2n(CC(=O)Nc2cccc(Cl)c2)c1=O	4%	1%
CCN1CCN(C(=O)Cn2ncc3c4ccccc4n(Cc4c(C)cc(C)cc4C)c3c2=O)CC1	1%	3%
O=S1(=O)c2ccccc2N(Cc2cccc(F)c2)c2ccccc21	-10%	-2%
CCOc1ccc(C2c3c(oc4ccc(C)cc4c3=O)C(=O)N2Cc2ccc3c(c2)OCO3)cc1OC (stereo unspecified)	4%	2%
Cc1cccc(-n2nnc(-c3nc(-c4cccs4)no3)c2N)c1	-2%	7%
COc1ccc(CNC(=O)Cc2c(C)c3c(cc(C)c4c(C)coc43)oc2=O)cc1OC	1%	3%
CCN(CC)CCCNC(=O)c1nn(-c2ccc(C)cc2)c(=O)c2c1c1ccccc1n2C	2%	4%
CCN(Cc1ccccc1)S(=O)(=O)c1ccc2c(c1)CCCN2C(C)=O	-1%	-1%
Cc1cc(C)c(NC(=O)CSc2nnc3[nH]c(=O)cc(C)n23)c(C)c1	0%	-3%
CC(=O)c1ccc(N2CCN(C(=O)c3cn(C)c(=O)c4c3c3ccccc3n4C)CC2)cc1	0%	0%
COc1ccccc1NC(=O)CCCOc1cc(=O)n(C)c2ccccc12	4%	-6%
CCNC(=O)C1CCCN(c2nnc(C)c3c(C)n(-c4ccc(C)cc4)nc23)C1 (stereo unspecified)	1%	-2%
CCN(c1ccccc1)S(=O)(=O)c1ccc(F)c(C(=O)Nc2ccc(C)cc2)c1	31%	-15%
CCOc1ccc2nc(C)cc(Nc3ccccc3OCC)c2c1	2%	1%
CCCC(=O)OCc1cnc(C)c2oc(=O)c(C(=O)Nc3ccc(F)cc3C)cc12	1%	-1%
COc1ccc(CNC(=O)C2CCN(S(=O)(=O)c3cn(C)cn3)CC2)cc1	3%	-7%
CCOc1ccc(NC(=O)Cn2cc(C(=O)c3ccc(C)c(C)c3)c(=O)c3cc(OC)c(OC)cc32)cc1	-9%	6%
CCN(CC)C(=O)Cn1c(=O)cc(C)c2c(C)nn(C)c21	2%	-11%
CCOc1ccc(CCNC(=O)Cn2nc(CC)n3c(cc4c(OC)cccc43)c2=O)cc1OCC	11%	-1%
CCOC(=O)c1c(NC(=O)c2cc(-c3ccc(OC)c(OC)c3)on2)sc(C)c1C	u	-2%
COc1ccc(OC)c(NC(=O)C(C)n2c(=O)cc(C)c3c(C)nn(-c4ccccc4)c32)c1 (stereo unspecified)	-4%	0%
COc1ccc(NC(=O)Cn2nc(C)c3nn(-c4ccc(Cl)cc4)c(C)c3c2=O)cc1	5%	-13%

Grouped by structure: the entries above with a furan ring, fused or not.
SMILES	Sm TGR inh	TbPYK inhibitor
Cc1ccc2c(=O)cc(C(=O)Nc3c(C(=O)c4ccc(F)cc4)oc4ccccc34)oc2c1C	12%	-8%
Cc1cc(O)c(C(c2cccc(F)c2)N2CCN(c3ccccc3)CC2)c(=O)n1Cc1ccco1 (stereo unspecified)	3.2µM*	-1%
COc1ccc(CNC(=O)Cc2c(C)c3c(cc(C)c4c(C)coc43)oc2=O)cc1OC	1%	3%

Remaining list, next part:
SMILES	Sm TGR inh	TbPYK inhibitor
COc1cc(OC)c(NC(=O)CCCn2nc(C)c3sc4ccccc4c3c2=O)cc1Cl	-6%	-2%
CC(=O)N1CCc2c(sc3c2c(=O)n(-c2ccccc2C)c(=O)n3Cc2cccc(F)c2)C1	-2%	-3%
CCOCCCn1c(SCC(=O)Nc2ccc(C)cc2)nc2ccccc2c1=O	-1%	-2%
CCOC(=O)C1CCCN(C(=O)Cn2ncn3c(cc4sc(CC)cc43)c2=O)C1 (stereo unspecified)	6%	3%
CCCOc1ccc(CC2C(=O)Nc3ccc(Br)cc32)cc1 (stereo unspecified)	-7%	-6%
CCN1C(=O)c2ccccc2S(=O)c2ccc(C(=O)N3CCN(c4cccc(Cl)c4)CC3)cc21 (stereo unspecified)	12%	0%
CCc1ccccc1NC(=O)C1CCN(S(=O)(=O)c2ccccc2)CC1	0%	-10%
COc1ccc(-c2cc(C(F)(F)F)n3nc(C(=O)Nc4cccc(C(F)(F)F)c4)c(Br)c3n2)cc1	-2%	1%
COc1cc(NC(=O)CSc2nc(-c3ccco3)cc(C(F)(F)F)n2)cc(OC)c1OC	8%	3%
COc1ccc(CCNc2ncnc3c2cnn3-c2ccc(C)c(Cl)c2)cc1	7%	-5%
COCCn1c(SCC(=O)c2ccc(F)cc2)nc2cc(C(=O)NC3CCCC3)ccc2c1=O	3%	-6%
CN(C)C(=O)c1ccc(S(=O)(=O)NCc2ccccc2Cl)s1	4%	-14%
CCCc1ccc(C2Sc3ccccc3NC3=C2C(=O)c2ccccc23)cc1 (stereo unspecified)	0%	0%
Cc1cccc(CSCc2ccc(C(=O)NCCc3ccccc3)o2)c1	-18%	1%
COc1cc(C2NC(=O)c3c(sc4c3CCN(C)C4)N2)cc(OC)c1OC (stereo unspecified)	-34%	-13%

As a short view, some entries already given.
SMILES	Sm TGR inh	TbPYK inhibitor
COc1cc(OC)c(NC(=O)CCCn2nc(C)c3sc4ccccc4c3c2=O)cc1Cl	-6%	-2%
CC(=O)N1CCc2c(sc3c2c(=O)n(-c2ccccc2C)c(=O)n3Cc2cccc(F)c2)C1	-2%	-3%
CCOCCCn1c(SCC(=O)Nc2ccc(C)cc2)nc2ccccc2c1=O	-1%	-2%
CCOC(=O)C1CCCN(C(=O)Cn2ncn3c(cc4sc(CC)cc43)c2=O)C1 (stereo unspecified)	6%	3%
CCCOc1ccc(CC2C(=O)Nc3ccc(Br)cc32)cc1 (stereo unspecified)	-7%	-6%
CCN1C(=O)c2ccccc2S(=O)c2ccc(C(=O)N3CCN(c4cccc(Cl)c4)CC3)cc21 (stereo unspecified)	12%	0%
CCc1ccccc1NC(=O)C1CCN(S(=O)(=O)c2ccccc2)CC1	0%	-10%

(further entries)
SMILES	Sm TGR inh	TbPYK inhibitor
COc1ccc(N(Cc2cccs2)C(=O)Nc2cccc(Cl)c2)cc1	1%	-1%
CC(CCc1ccccc1)NC(=O)CSc1n[nH]c(-c2ccc(F)cc2)n1 (stereo unspecified)	1%	1%
O=C(CSc1nnc(-c2ccncc2)n1-c1ccccc1)Nc1ccc(Br)cc1	-1%	-1%
Cc1ccc2oc3c(c(=O)c2c1)C(c1ccc(OCC(N)=O)cc1)N(Cc1ccc2c(c1)OCO2)C3=O (stereo unspecified)	0%	1%
Cc1ccccc1-c1nc(CN2CCC(C(=O)NCc3ccccc3Cl)CC2)c(C)o1	6%	1%
COc1ccc(Br)cc1CNC(=O)CCSCc1ccc(Cl)cc1	8%	-9%
COc1ccc(Cl)cc1N(C)C(=O)c1cc2c(=O)oc3ccc(C)cc3c2s1	-5%	6%
Cn1c(=O)oc2cc(S(=O)(=O)N3CCCC(C(=O)NCCc4ccccc4)C3)ccc21 (stereo unspecified)	47%[activator]	-2%
CCCCOC(=O)c1ccc(OC(=O)c2sc3ncn(Cc4ccccc4Cl)c(=O)c3c2C)cc1	-1%	-3%
CC(C)c1ccc(NC(=O)c2cnc3sc(N4CCOCC4)nn3c2=O)cc1	-7%	2%
CCOc1ccc(NC(=O)CN2CCSc3ccc(S(=O)(=O)N4CCCC4)cc32)cc1	3%	-4%
COc1cccc(CN2CCCN(Cc3ccc(F)cc3)S2(=O)=O)c1	5%	-3%[15.4 µM]
CCOC(=O)c1cccc(NC(=O)C(Cc2ccccc2)NS(=O)(=O)c2cccc3nsnc23)c1 (stereo unspecified)	3%	2%
COc1ccc2c(c1)c1c(c(=O)n(Cc3ccccc3)c(=O)n1CC(=O)NCc1ccccc1Cl)n2C	-2%	2%
COc1ccc(CCCc2nnc(SCC(=O)Nc3cccc(C)c3)o2)cc1C	1%	1%

Individual results from the list:
Reading of `COc1ccc(Cl)cc1N(C)C(=O)c1cc2c(=O)oc3ccc(C)cc3c2s1` in Sm TGR inh: -5%
Reading of `Cc1ccccc1-c1nc(CN2CCC(C(=O)NCc3ccccc3Cl)CC2)c(C)o1` in Sm TGR inh: 6%
Reading of `CC(C)c1ccc(NC(=O)c2cnc3sc(N4CCOCC4)nn3c2=O)cc1` in Sm TGR inh: -7%
Reading of `O=C(CSc1nnc(-c2ccncc2)n1-c1ccccc1)Nc1ccc(Br)cc1` in TbPYK inhibitor: -1%
Reading of `CCOc1ccc(NC(=O)CN2CCSc3ccc(S(=O)(=O)N4CCCC4)cc32)cc1` in TbPYK inhibitor: -4%
Reading of `CC(CCc1ccccc1)NC(=O)CSc1n[nH]c(-c2ccc(F)cc2)n1` (stereo unspecified) in TbPYK inhibitor: 1%
Reading of `CCCCOC(=O)c1ccc(OC(=O)c2sc3ncn(Cc4ccccc4Cl)c(=O)c3c2C)cc1` in Sm TGR inh: -1%

New compounds follow.
SMILES	Sm TGR inh	TbPYK inhibitor
Cn1c(=NC(=O)c2ccc(S(=O)(=O)N3CCCC3)cc2)sc2cc(F)ccc21	21%	-3%
CCc1ccc2oc(-c3cc(NC(=O)c4cc(OC)c(OC)c(OC)c4)ccc3O)nc2c1	9%	-2%
COc1cccc(-c2ccc3c(N)c(C(=O)NCc4ccc(Cl)cc4)sc3n2)c1	2%	-4%
Cc1ccc(Cl)cc1N1CCN(C(=O)c2ccc3c(c2)N(Cc2ccc(F)cc2)CCS3)CC1	1%	-6%
COC(=O)c1ccccc1NC(=O)Cn1nnc2sc(-c3ccccc3)cc2c1=O	7%	3%
COc1ccc(C2=C(N3CCN(c4cc(Cl)ccc4C)CC3)c3ccccc3C2=O)cc1	0%	1%
COc1ccc(N(C)C(=O)NCc2noc3ccc(C)cc23)c(OC)c1	9%	4%
COc1ccc(CNC(=O)CN2N=C(c3ccc(Cl)cc3)CCC2=O)cc1	0%	2%
Cc1cccc(NC(=O)c2ccc3c(c2)CCN3S(=O)(=O)c2ccccc2)c1C	-1%	-1%
COc1ccc(C(=O)NCC(c2ccc(N(C)C)cc2)N2CCc3ccccc32)cc1 (stereo unspecified)	7%	-6%
Cc1cccc(C)c1Nc1c(-c2ccsc2)nc2ccc(Cl)cn12	11%	-4%
COc1ccc2c(c1)c1c(c(=O)n(-c3ccc(F)c(Cl)c3)c(=O)n1Cc1cccc(C)c1)n2C	-2%	-1%
COc1ccc(CNC(=O)c2cc3cccc4c3n2CC(C)S4)c(OC)c1 (stereo unspecified)	-2%	8%[15.4 µM]
Cc1cc2c(cc1S(=O)(=O)N(CCN(C)C)Cc1ccco1)OCC(=O)N2	2%	4%[15.4 µM]
COc1ccccc1C(=O)Nc1c(C(=O)NC(C)(C)C)oc2ccccc12	8%	-3%
CCc1ccccc1NC(=O)CSc1nc2ncccc2o1	4%	-9%
COc1ccc(Cn2c(=O)c3oc4ccccc4c3n(Cc3ccc(F)cc3)c2=O)cc1	-1%	-3%
CCc1cccc(CC)c1NC1=NS(=O)(=O)c2ccccc21	10%	-10%
Cc1cccc(-n2c(=O)c3ccccc3n(Cc3ccc(F)cc3)c2=O)c1	4%	-4%
COCCN(Cc1ccco1)C(=O)c1cc2c(Cl)nc3ccc(C)cc3c2s1	-4%	-2%
CCOc1ccc(NC(=O)Cn2nnc(C(=O)Nc3ccc(OCC)cc3)c2N)cc1	-12%	0%
CCC(=O)C1=C(c2ccc(F)cc2)N(C(=O)CC)n2cnnc2S1	u	-1%
Cc1c(CNC2CCCCCC2)c(C(=O)O)c(C)n1Cc1ccc(F)cc1Cl	2%	-11%
CCN(C(=O)c1cc2c(=O)n(CC)c3ccccc3c2s1)c1cccc(C(F)(F)F)c1	0%	0%
CN1CCc2c(sc(NC(=O)CSc3ccccc3)c2-c2nc3ccccc3s2)C1	-15%	-1%
Cc1ccc(NC(=O)C2CCCN(S(=O)(=O)c3ccc4c(c3)CCCC(=O)N4)C2)cc1Cl (stereo unspecified)	2%	5%
O=C(NCc1cccnc1)C(=O)NCC(c1cccnc1)N1CCN(c2ccccc2F)CC1 (stereo unspecified)	-6%	7%
CCn1cc2nc(SCc3cccc(C(F)(F)F)c3)n(Cc3ccc(OC)cc3)c(=O)c2n1	1%	-3%
O=C(COc1ccccc1Cl)N1CCN(CCc2ccncc2)CC1	-33%	0%
O=C(CCn1c(=O)c2cccn2c2cccnc21)NCc1ccc(Cl)cc1	0%	3%
